# Siah-1 displacement: Siah-1 peptide-binding antagonists, primary screen, biochemical, fluorescence polarization, rhodamine-plectin, uHTS (AID 1817) | Siah-1 / rhodamine-plectin peptide fluorescence polarization; higher % means a stronger effect | displacement, % at 20 µM; hits with a dose series show IC50 in µM | 0.02% of 290,000 active;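 active = displacement of at least 50% at 20 µM, with a fluorescence ratio check between 0.3 and a set limit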;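 note: plate controls were Siah plus tracer with DMSO for no effect and tracer alone without Siah for full effect; strong numbers were not always called active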
# GPR35 antagonists: inhibition of zaprinast-stimulated GPR35 beta-arrestin translocation – imaging, U2OS, beta-arrestin-GFP, zaprinast agonist, primary screen (AID 2058) | one-dose inhibition, % at 10 µM; IC50 in µM for titrated hits | U2OS GPR35 beta-arrestin-GFP translocation imaging, zaprinast antagonism; higher % means a stronger effect | 0.052% of 290,000 active;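 active = inhibition of at least 50% with at least 30 cells and total cytoplasm GFP at most 10,000,000; inconclusive = under 30 cells or total GFP of 10,000,000 plus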
# PhoP inhibition: PhoP-dependent GFP reporter repression – Salmonella Typhimurium, primary screen (AID 1863). S. Typhimurium PhoP-regulated promoter GFP reporter, 4 h; higher % means a stronger effect. one-dose inhibition, % at 50 µM; IC50 in µM for titrated hits. 0.16% of 300,000 active;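 active = inhibition over 29.93%, a cutoff 3 SD above the screen mean, later confirmed by dose response; inconclusive = inhibition over 29.93% but no dose response follow-up; inactive = inhibition at most 29.93% or unconfirmed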;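 note: 0% = low Mg2+ inducing control and 100% = high Mg2+ repressing control; strong numbers were not always called active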
# Myeloid diff 2: promotes myeloid progenitor differentiation | ER-HoxA9 myeloid progenitors, lysozyme-GFP differentiation, flow cytometry | calls only at 10 µM | 1% of 360,000 active | AID 624256;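 active = normalized GFP-positive differentiation at or above the plate's own cutoff, the solvent-only control mean plus 3 SD; inconclusive = no clear call, values can overlap the other calls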;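 note: cells exposed to compound for four days before flow analysis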
# NTR1 ag: agonists of NTR1, primary screen, imaging, U2OS cells, beta-arrestin-GFP, high content (AID 493036). P30989. NTR1-U2OS beta-arrestin-GFP spot imaging, agonist mode. activation, % at 20 µM. 0.17% of 330,000 active;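 active = activation at or above 40% of the spot to cytoplasm intensity ratio, with at least 20 cells analyzed; inconclusive = wells under 20 cells, flagged as cytotoxic or low count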;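 note: 0% = DMSO without peptide and 100% = 100 nM NTR1 peptide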
# Target sequence (P30989 whole entry, looked up): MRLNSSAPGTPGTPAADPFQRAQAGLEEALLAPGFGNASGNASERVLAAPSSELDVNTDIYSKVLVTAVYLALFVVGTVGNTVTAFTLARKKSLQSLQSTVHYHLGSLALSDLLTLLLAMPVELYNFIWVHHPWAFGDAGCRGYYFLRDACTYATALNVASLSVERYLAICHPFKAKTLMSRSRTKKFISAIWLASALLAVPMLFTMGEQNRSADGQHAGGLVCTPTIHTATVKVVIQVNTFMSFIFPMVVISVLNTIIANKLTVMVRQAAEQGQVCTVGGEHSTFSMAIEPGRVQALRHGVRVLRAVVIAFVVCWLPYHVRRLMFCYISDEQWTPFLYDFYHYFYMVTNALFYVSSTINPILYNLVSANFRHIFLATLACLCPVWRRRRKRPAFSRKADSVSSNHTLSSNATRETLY
# Rac1 GTP hydrolysis: MgcRacGAP GTPase-activating activity inhibitors, confirmation, biochemical, ADP Hunter fluorescence. MgcRacGAP-stimulated Rac1 GTP hydrolysis, ADP Hunter fluorescence; higher % means a stronger effect; GST-tagged Rac1 F28L mutant substrate. inhibition, % at 30 µM; hits with a dose series show IC50 in µM. 0.6% of 340,000 active;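 active = first-screen hits whose inhibition reached a set limit at any dose in the follow-up dose series; inconclusive = inhibition above the set first-screen limit but never retested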;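 note: fluorescence reports GDP produced by GAP-driven GTP hydrolysis; strong numbers were not always called active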
# GPR55 antagonists: GPR55 antagonists blocking LPI-driven arrestin recruitment, primary screen, imaging, U2OS, beta-arrestin-GFP, LPI agonist (AID 2013); 0.13% of 290,000 active; U2OS GPR55 beta-arrestin-GFP translocation imaging, LPI antagonism; higher % means a stronger effect; one-dose inhibition, % at 10 µM; IC50 in µM for titrated hits;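 active = spots per cell inhibited over 60%, with over 100 cells counted and total cytoplasm intensity under 500,000; inconclusive = wells with under 100 cells, flagged as likely toxic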;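 note: U2OS cells stably carrying GPR55 and arrestin-GFP stimulated by 5 µM LPI near EC80; imaged beta-arrestin-GFP aggregate spots per cell after agonist stimulation; plate controls were LPI-stimulated DMSO wells for no effect and DMSO wells without LPI for full effect; some results filed as inactive read as strong as hits; confirmed hits need IC50 under 10 µM and bright autofluorescent wells are also inconclusive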
# LYP phosphatase: inhibitors of LYP phosphatase, biochemical, fluorescence intensity, uHTS (AID 1779); recombinant LYP phosphatase, fluorescence intensity; higher % means a stronger effect; inhibition, % at 11.5 µM, or IC50 in µM where a hit was titrated; 0.054% of 290,000 active; in the data active = inhibition above about 50%;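 note: plate controls were vehicle with enzyme for no effect and no enzyme for full effect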
# HIV peptide binding: cell-free HIV fusion peptide-binding blockers – biochemical, uHTS, fluorescence dequenching, primary screen (AID 1986); cell-free peptide binding, fluorescence dequenching, 30 min; higher % means a stronger effect; one-dose inhibition, % at 20 µM; IC50 in µM for titrated hits; 0.3% of 290,000 active; in the data active = inhibition mostly above about 52%, no sharp cut-off; inactive = mostly below about 76%; note: some results filed as inactive read as strong as hits
# NTR1 ag cell count 20 µM: also measured in NTR1 ag; calls as there; cell count; measured here: cell count, cytotoxicity flag
# Myeloid diff 2 GFP+ MAC1+ %: also measured in Myeloid diff 2; calls as there; GFP+ MAC1+ double positive, %; measured here: differentiation confirmed by MAC1 staining
# * = called active by the depositor; i = inactive; ? = inconclusive; / = no result given.
SMILES,Siah-1 displacement,GPR35 antagonists,PhoP inhibition,Myeloid diff 2,Myeloid diff 2 GFP+ MAC1+ %,NTR1 ag,NTR1 ag cell count 20 µM,Rac1 GTP hydrolysis,GPR55 antagonists,LYP phosphatase,HIV peptide binding
COc1ccc(NC(=O)c2ccc(C(=O)Nc3ccc(OC)cc3OC)cc2)c(OC)c1,1.3%,7.0%,-12.6%,i,0.2,-0.6,51,4.8%,13.1%,0.5%,2.4%
COc1ccc(NCc2nnc(SCC(=O)c3ccc(C)cc3)o2)cc1,-4.0%,13.6%,3.4%,i,2.1,2.8,67,13.2%,12.2%,-5.3%,-3.3%
CN(C(=O)COC(=O)CNC(=O)c1ccccc1Cl)c1ccccc1,-2.0%,4.4%,9.8%,i,0.8,0.4,88,9.9%,4.1%,2.6%,-0.3%
Cc1nc2ccc(NS(=O)(=O)c3c(C)c(C)cc(C)c3C)cc2s1,0.4%,-5.3%,-2.5%,i,1.8,10.5,47,4.0%,-3.0%,7.9%,-1.2%
COC(=O)CN=Cc1c(O)n(-c2ccc(Cl)cn2)c(=O)c2ccccc12,1.8%,-11.1%,-4.8%,/,/,1.8,80,-4.2%,-11.2%,0.2%,-0.5%
CCCCOc1cccc(C(=O)NC(=S)Nc2cccc(C(F)(F)F)c2)c1,-2.8%,-2.4%,3.4%,i,0.6,3.6,50,6.5%,-0.7%,-1.0%,0.5%
Cc1ccc(C(=O)N/C(=C\c2cn(S(=O)(=O)N(C)C)c3ccccc23)C(=O)NCCCN2CCOCC2)cc1,-1.2%,-0.4%,-12.9%,i,3.6,-0.6,42,-10.2%,30.5%,-5.3%,1.2%
Cc1cc(C(=O)COC(=O)CC2Sc3ccccc3NC2=O)c(C)n1-c1ccc2c(c1)OCO2 (configuration not stated),5.1%,-8.1%,-2.5%,i,0.1,0.2,83,10.2%,3.4%,0.5%,6.9%
CC(CN1CCOCC1)OC(=O)CCc1ccccc1 (configuration not stated),8.8%,-23.2%,-7.5%,i,0.2,0.1,37,-1.9%,0.5%,-5.6%,-1.3%
C/C(=N\NC(=O)C1CCCC1)c1ccc(Cl)cc1Cl,1.6%,4.1%,2.1%,i,0.4,-0.3,94,5.2%,3.1%,-8.9%,-1.8%
Cc1ccc(S(=O)(=O)N2CCOCC2)cc1NC(=O)C1=NN(c2ccccc2)C(=O)CC1,-2.4%,8.2%,4.6%,i,1.9,-1.1,52,9.3%,-9.0%,-14.1%,-0.7%
CC(C)=C1C2CCC1C1C(=O)N(c3nc(-c4ccc(C(C)C)cc4)c(C)s3)C(=O)C21 (configuration not stated),0.1%,-9.1%,-9.7%,i,0.6,7.3,41,3.6%,24.7%,4.0%,-1.9%
Cc1ccc(C)c(NC(=S)NNC(=S)Nc2ccc(C(C)C)cc2)c1,-6.6%,-9.2%,-0.9%,i,1.3,2.2,50,8.2%,-8.7%,-2.0%,23.2%
Cc1cc(OCC(=O)N(C)c2c(N)n(Cc3ccccc3)c(=O)[nH]c2=O)c(C(C)C)cc1Cl,/,/,-7.5%,i,0.9,5.3,75,-0.8%,/,/,/
CCOC(=O)Nc1ccc2c(c1)N(C(=O)CN(CC)CC)c1ccccc1C=C2,3.0%,-11.6%,0.5%,i,8.7,-1.0,55,4.4%,14.1%,-9.6%,1.9%
Cc1cnc2cc([N+](=O)[O-])ccc2n1,7.0%,1.1%,-11.2%,i,0.1,1.4,61,4.5%,-3.9%,-4.0%,0.8%
COC(=O)c1cccc([N+](=O)[O-])c1CS(=O)(=O)c1ccc(C)cc1,15.3%,5.5%,-10.3%,i,0.5,2.2,54,8.3%,0.9%,-7.7%,-0.5%
Cc1c(Cc2ccccc2)c(=O)oc2cc(OCC(=O)c3ccccc3)ccc12,8.4%,4.1%,2.1%,i,0.3,2.3,67,5.4%,0.9%,-0.9%,-1.3%
Cc1cc(NC(=O)CC(C)C)c(=O)n(Cc2c(F)cccc2Cl)c1,4.6%,1.2%,1.4%,i,0.6,0.4,68,11.8%,1.4%,-9.4%,0.8%
O=C(Nc1ccccc1)C1CC(O)CN1S(=O)(=O)c1ccc([N+](=O)[O-])cc1 (configuration not stated),16.2%,9.9%,-11.8%,i,0.6,-0.6,68,7.8%,5.6%,-4.5%,-0.1%
Cc1c(Cc2ccccc2)c(=O)oc2cc(O)cc(O)c12,-5.1%,-24.1%,-2.6%,i,0.1,-0.2,86,10.1%,-4.3%,-19.0%,-3.0%
CC(=O)c1cccc(NC(=O)C(C)OC(=O)CNC(=O)c2ccc(C)s2)c1 (configuration not stated),-3.0%,-0.4%,-5.1%,i,0.3,-0.5,39,-1.2%,11.1%,0.1%,-1.6%
O=C(CN1C(=O)COc2ccccc21)NCC1CCCO1 (configuration not stated),-5.5%,-6.6%,-5.1%,i,0.1,1.4,47,6.4%,-10.9%,-5.0%,-0.6%
CCOC(=O)N1CCN(Cc2nc3cc(NC(=O)CC(C)C)ccc3n2C)CC1,2.1%,-0.8%,4.9%,i,0.8,3.9,87,/,7.9%,-8.2%,-1.3%
Cc1cc(C)n(CCCNC(=O)C2CCC(=O)N(CCc3ccc(Cl)cc3)C2)n1 (configuration not stated),-1.7%,8.0%,-2.7%,i,0.0,2.4,60,5.1%,2.6%,1.7%,1.9%
O=C(Sc1nnc(-c2ccccc2)o1)N1c2ccccc2Sc2ccccc21,3.5%,3.7%,-8.2%,i,5.7,5.8,46,?,0.4%,5.8%,-2.8%
CCOC(=O)c1cnc2c(C(=O)OC)cccc2c1NCc1ccco1,0.4%,2.3%,-0.9%,i,2.0,-0.6,83,9.3%,8.4%,-4.1%,1.1%
CCOc1ccc(CN(C)C(=O)CNC(=O)C2CCCCC2)cc1OC,-2.9%,5.5%,-2.0%,i,0.4,0.6,45,0.1%,-0.7%,-12.4%,-1.9%
CN(C)CCN(C(=O)CCS(=O)(=O)c1ccccc1)c1nc2cc3c(cc2s1)OCO3,-7.1%,1.1%,-12.4%,i,1.6,0.1,62,1.9%,-10.6%,-7.9%,-2.9%
CS(=O)(=O)N(CC(=O)N/N=C/c1cc([N+](=O)[O-])ccc1Cl)c1ccccc1,1.8%,10.7%,3.1%,i,0.7,0.2,69,4.3%,-3.1%,1.5%,-2.2%
N/C(=N\NC(=O)c1cccc(F)c1)c1cc2ccccc2oc1=O,3.0%,9.8%,-8.3%,i,0.5,1.4,50,-8.2%,-9.0%,-2.6%,-2.7%
C=CCC(=O)N(CC)CC1CCCN(CCc2cccc(F)c2)C1 (configuration not stated),-4.2%,-7.9%,-0.7%,i,1.0,-0.4,60,7.9%,3.7%,-4.2%,0.3%
COc1ccc(C2C(C(=O)c3ccccc3)N3c4ccccc4C=CC3C2[N+](=O)[O-])cc1 (configuration not stated),-5.5%,11.5%,-4.5%,i,0.4,/,/,-5.6%,2.1%,-5.1%,6.6%
C1=C(CCNc2ncnc3nc[nH]c23)CCCC1,14.2%,-3.8%,-5.7%,i,1.4,1.2,86,4.4%,2.5%,18.4%,-0.8%
COc1ccccc1CN1CCC(n2nccc2NC(=O)CCOc2ccccc2)CC1,2.0%,-0.3%,-6.1%,i,0.3,1.4,57,6.4%,17.2%,-8.5%,-1.4%
Cn1c(Cl)c(/C=N/OC(=O)c2cccc(Cl)c2)c2ccccc21,-1.7%,14.5%,7.0%,i,0.6,1.2,57,5.3%,0.8%,0.1%,-0.7%
Cc1cc2nc(-c3ccc[nH]c3=O)[nH]c2cc1C,0.2%,4.0%,7.1%,i,0.6,-0.6,82,6.8%,1.9%,-46.6%,-0.5%
CCCN(CC(=O)Nc1ccccc1C)C(=O)c1ccc2ccccc2n1,/,/,7.0%,i,0.8,0.0,56,-3.6%,/,/,/
CCC(C(=O)NC1CCCCC1)N(Cc1cccs1)C(=O)c1snc(C(N)=O)c1N (configuration not stated),2.2%,5.3%,-0.1%,i,0.1,0.1,21,/,3.2%,-4.2%,-1.0%
Cc1ccc(CNC(=O)C2CC=CCC2C(=O)O)cc1 (configuration not stated),-4.5%,8.4%,-7.1%,i,0.4,-1.4,46,-2.7%,1.7%,-9.5%,-2.6%
Cc1ccc(/C=N/NC(=O)CSc2nnc(-c3ccc(Cl)cc3)n2-c2ccc(Cl)cc2)o1,7.5%,-1.9%,9.4%,i,0.7,16.8,48,-6.8%,5.6%,2.9%,10.3%
CCOC(=O)C1=C(C)N=c2s/c(=C/c3ccc(OCC(=O)O)cc3)c(=O)n2C1c1ccc(SC)cc1 (configuration not stated),44.0%,-7.0%,-12.5%,i,0.4,5.0,57,4.3%,2.7%,-0.4%,12.7µM*
CC1CC(=O)NN1C(=O)c1ccccc1 (configuration not stated),5.2%,11.5%,-3.3%,i,1.0,-0.6,43,1.5%,2.3%,-9.5%,-0.4%
CC1CCCCN1Cc1c(C#N)c2ccccc2n1C (configuration not stated),1.4%,1.9%,6.1%,i,0.2,2.2,31,12.9%,2.5%,3.4%,0.8%
CCc1nnc(NC(=O)CCC(=O)NCc2ccc(OC)cc2)s1,2.2%,-5.2%,-12.5%,i,0.2,-0.2,48,12.3%,-4.4%,-5.8%,-1.8%
Cc1nnc(SCC(=O)Nc2ccccc2F)n1-c1ccc(F)cc1,-1.9%,5.0%,0.2%,i,0.4,0.1,85,0.7%,-5.6%,-10.3%,-1.2%
C=CCOc1cccc(C(=O)/C=C2/C(=O)Nc3ccccc32)c1,1.2%,-9.8%,6.3%,i,1.7,65.6*,79*,9.2%,-11.5%,3.2%,-1.4%
O=S(=O)(/C=C/c1ccccc1)N1CCN(c2cccc(Cl)c2)CC1,2.3%,-10.4%,-13.8%,i,3.1,3.2,62,10.4%,-5.1%,2.9%,-0.6%
CCCC1C(=O)N(c2ccccc2)C1c1ccccc1 (configuration not stated),-1.0%,-13.8%,-2.4%,/,/,1.0,40,-2.2%,23.7%,-2.7%,-1.0%
